# High-throughput results as filed in PubChem BioAssay.
# tuberculosis growth = growth inhibition of non-replicating M. tuberculosis (AID 488890) | hit rate 0.39% among 320,000 | inhibition, % at 25 µM; hits with a dose series show IC50 in µM | Mycobacterium tuberculosis non-replicating, growth inhibition; higher % means a stronger effect; in the data active = a potency from the dose series; inconclusive = inhibition mostly from about 82% at the one dose, without a potency; inactive = the rest, 99 in 100 with inhibition below about 76%;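 also: plate controls were DMSO cells for no effect and high antibiotic wells for full effect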
# PhoP GFP inhibition = PhoP regulon inhibitors, Salmonella typhi PhoP promoter GFP reporter, confirmatory (AID 1850). Salmonella Typhi PhoP-promoter GFP reporter, fluorescence, 4 h; higher % means a stronger effect. one-dose inhibition, % at 50 µM; IC50 in µM for titrated hits. hit rate 0.33% among 310,000; in the data active = a potency from the dose series; inconclusive = inhibition mostly from about 25% at the one dose, without a potency; inactive = the rest, 99 in 100 with inhibition below about 19%;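 also: 0% = induced wells with vehicle and 100% = uninduced wells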
# VEEV TC-83 Vero = inhibitors of VEEV TC-83 cytopathic effect, confirmation, Vero cells (AID 588727); Vero cells, VEEV TC-83 cytopathic effect inhibition; higher % means a stronger effect; one-dose inhibition, % at 20 µM; IC50 in µM for titrated hits; hit rate 0.13% among 350,000; in the data active = a potency from the dose series; inconclusive = inhibition mostly from about 14% at the one dose, without a potency; inactive = the rest, 99 in 100 with inhibition below about 12%; also: strong numbers were not always called active
# H1N1 NS1A inhibition = H1N1 influenza NS1A inhibitors, functional cell based assay (AID 504329) | NS1A functional cell-based assay, percent inhibition; higher % means a stronger effect | one-dose inhibition, % at 12.5 µM; IC50 in µM for titrated hits | hit rate 0.3% among 340,000; in the data active = a potency from the dose series; inconclusive = inhibition above about 27% without an active follow-up result; also: strong numbers were not always called active
# M. tuberculosis HTS = M. tuberculosis growth inhibition, HTS (AID 449762); M. tuberculosis H37Rv growth inhibition, 7H9 media; higher % means a stronger effect; inhibition, % at 25 µM; hits with a dose series show IC50 in µM; hit rate 0.59% among 330,000; in the data active = a potency from the dose series; inconclusive = inhibition above about 70% without an active follow-up result;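 also: bacterial growth assessed after seven days of incubation; strong numbers were not always called active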
# VEEV TC-83 Vero 10K pilot screen = further read-out of VEEV TC-83 Vero, marked with its call; inhibition, %; measured here: 10K pilot screen inhibition
# * hit, by the source's call; i = inactive; ? = inconclusive; . = no result given.
SMILES,tuberculosis growth,PhoP GFP inhibition,VEEV TC-83 Vero,H1N1 NS1A inhibition,M. tuberculosis HTS,others
Cc1cc(C)nc(SC(C)C(=O)N/N=C/c2cccs2)n1 (centres undefined),0%,20%,0.1%,0%,-8%,
COc1ccccc1N(CC(=O)NC1CCCCC1)C(=O)Cn1nnc(-c2ccc(C)o2)n1,.,.,3.8%,7%,.,
COc1ccccc1N1CCN(S(=O)(=O)CCNC(=O)c2ccc(Br)o2)CC1,17%,3%,0.4%,19%,-8%,
OC(CNCCc1ccc(Cl)cc1)COCc1ccco1 (centres undefined),52%,4%,i,-1%,-6%,
COc1ccccc1NC(=O)N[C@@H](Cc1c[nH]c2ccccc12)C(=O)NN,3%,6%,1.2%,3%,3%,
COc1ccc2cc(C(=O)c3ccccc3)c(=O)oc2c1,31%,4%,i,8%,-2%,
COc1ccc(CC(C)N2CCN(Cc3ccccc3)CC2)cc1OC (centres undefined),-5%,-3%,0.4%,-4%,-4%,
Cc1cc(C)n2c(Nc3ccc4c(c3)OCCO4)c(-c3ccccc3)nc2n1,19%,-10%,11%,6%,-7%,
COc1ccc(Nc2ncc(C#N)c(N)n2)c(OC)c1,-11%,6%,i,-11%,-5%,
CCn1c(=O)c(C(=O)NC(C)C)c(O)c2ccccc21,7%,3%,4.6%,1%,7%,
Cc1c(Cl)cccc1NC(=S)N(Cc1ccco1)C(C)c1ccccn1 (centres undefined),26%,0%,10.0%,-9%,2%,
COc1ccc(C(CNC(=O)c2cccc(NS(=O)(=O)c3ccc(C)c(F)c3)c2)N2CCOCC2)cc1 (centres undefined),-6%,4%,5.0%,-7%,-10%,
Nc1ccc(S(=O)(=O)NC2(C(F)(F)F)NC(=O)N(c3ccc(F)cc3)C2=O)cc1 (centres undefined),4%,11%,1.2%,5%,8%,
CC(C)c1c(C(=O)N/N=C/c2c[nH]c3ccccc23)nnn1-c1nonc1N,0%,-34%,3.4%,3%,8%,
Cn1c(=O)[nH]c(=O)c2c1ncn2CCCc1ccccc1,-8%,-3%,0.4%,5%,-5%,
COc1ccc(NC(=O)COC(=O)COc2cccc3c2OC(C)(C)C3)cc1,17%,1%,2.5%,-2%,-5%,
Cc1ccc(/C=C/C(=O)Nc2nnc(C)s2)o1,1%,-3%,3.1%,0%,2%,
COc1cc(OC)cc(C(=O)NCCCCNC(=O)c2cc(OC)cc(OC)c2)c1,12%,7%,2.7%,.,11%,
CS(=O)(=O)N(CC(=O)N1CCCC1)c1ccc2c(c1)OCCO2,5%,-9%,1.4%,5%,-8%,VEEV TC-83 Vero 10K pilot screen=2.1
O=C(O)C1[C@H]2C(=O)N(Cc3cccs3)C[C@]23C=C[C@H]1O3 (some centres undefined),-14%,8%,1.7%,0%,-8%,

# Pulled one by one from above, 5 records:
SMILES,tuberculosis growth,PhoP GFP inhibition,VEEV TC-83 Vero,H1N1 NS1A inhibition,M. tuberculosis HTS,others
COc1ccccc1N(CC(=O)NC1CCCCC1)C(=O)Cn1nnc(-c2ccc(C)o2)n1,.,.,3.8%,7%,.,
COc1ccccc1N1CCN(S(=O)(=O)CCNC(=O)c2ccc(Br)o2)CC1,17%,3%,0.4%,19%,-8%,
COc1ccc(Nc2ncc(C#N)c(N)n2)c(OC)c1,-11%,6%,i,-11%,-5%,
Cc1cc(C)n2c(Nc3ccc4c(c3)OCCO4)c(-c3ccccc3)nc2n1,19%,-10%,11%,6%,-7%,
COc1ccc2cc(C(=O)c3ccccc3)c(=O)oc2c1,31%,4%,i,8%,-2%,

# Next section:
SMILES,tuberculosis growth,PhoP GFP inhibition,VEEV TC-83 Vero,H1N1 NS1A inhibition,M. tuberculosis HTS,others
CCOC(=O)c1sc(NC(=O)CCN2CCN(C)CC2)c(C(=O)OCC)c1C,?,3%,?,4%,57%,
CCOC(=O)c1cc(C)sc1NC(=S)Nc1ccccc1,-9%,-7%,i,11%,-7%,
CCCCN(CC)c1nc(N)c2c(N)nc(OCC)cc2c1C#N,9%,-18%,i,0%,100%,
S=C(NCc1ccco1)Nc1ccc(N2CCOCC2)cc1,60%,-3%,0.4%,11%,-6%,
c1cc2cn[nH]c2cc1NC1CCCCCC1,35%,0%,0.4%,9%,0%,
CC(=O)c1ccc(C(=O)N2CCCC(CO)(Cc3ccccc3C)C2)s1 (centres undefined),.,.,4.0%,-4%,.,
CCn1c(/C=C/c2ccccc2F)nc2ccccc2c1=O,15%,5%,4.3%,-2%,11%,
Cc1ccc(/C=C/C(=O)OCC(=O)Nc2cccc(S(=O)(=O)N(C)C)c2)o1,13%,-5%,1.2%,-4%,-7%,
CCCCNC(=O)O[C@H]1C[C@@H]2CCN3C(=O)CCC[C@H]([C@H]1Cc1ccccc1)[C@H]23,0%,-5%,0.5%,10%,2%,VEEV TC-83 Vero 10K pilot screen=0.8
c1ccc(Cc2nnc(N3CCOCC3)c3ccccc23)cc1,-2%,-4%,0.9%,-16%,-5%,
CC1CN(S(=O)(=O)c2ccccc2)CC(C)O1 (centres undefined),-7%,0%,i,-1%,-11%,
CCC(=O)Nc1ccc(Cl)c(NC(=S)NC(=O)COc2ccccc2)c1,46%,-12%,0.2%,-6%,0%,
N/C(=N\OC(=O)c1ccc(Br)cc1)c1ccccc1,.,2%,0.9%,-2%,.,
COc1ccc(S(=O)(=O)N(C)C(C)CCc2ccco2)cc1 (centres undefined),-2%,-11%,0.4%,4%,-3%,
O=C(NCCN1CCOCC1)C1CCC(=O)N1Cc1ccccc1Cl (centres undefined),-2%,0%,0.3%,0%,2%,
Cc1ccc(S(=O)(=O)N2CCOCC2)cc1C(=O)NCCN1C(=O)S/C(=C\c2ccccc2Cl)C1=O,13%,-5%,9.4%,1%,-8%,
CCCc1noc2c1/C(=N\O)CC(CC(C)SCC)C2 (centres undefined),13%,-7%,1.5%,-4%,-6%,
COc1ccc(S(=O)(=O)N2CCN(C(=O)c3ccco3)CC2)cc1C(C)(C)C,9%,-8%,i,3%,-13%,
Cc1ccc(C(=O)N/C(N)=N/c2nc3ccccc3o2)cc1,47%,-28%,0.4%,10%,6%,
OCCC1CN(Cc2cccc(OC3CCCC3)c2)CCN1Cc1ccsc1 (centres undefined),27%,5%,i,-5%,-1%,
CCCN1CCC(NC(=O)Nc2ccc(Br)cc2)CC1,-23%,-2%,0.3%,6%,-2%,
Cc1noc(C)c1C(=O)NC1=NCCS1,14%,6%,i,-1%,1%,
COc1cc(C2NC(=O)C(C#N)=C(Nc3cccc(C)c3)S2)ccc1O (centres undefined),0%,-4%,3.1%,0%,-6%,
N#Cc1c(Cl)cccc1-n1ccnc1,-1%,-10%,0.4%,-18%,-13%,
CCOc1ccc(C(=O)CCC(=O)N(CC)CC(=O)NCc2ccc(Cl)cc2)cc1,18%,-13%,7.4%,-13%,-8%,
COc1ccc(C(=S)N2CCCC2)cc1Br,-5%,-5%,0.3%,-3%,-2%,
COc1ccccc1N1CC(C(=O)NCCN2C(=O)S/C(=C\c3cccnc3)C2=O)CC1=O (centres undefined),-23%,.,2.6%,-8%,-5%,
O=C(NCCS(=O)(=O)NCc1ccc(F)cc1)c1ccccc1,-7%,12%,i,7%,-2%,
Cc1ccc(C)c(NC(=S)N2CCC(NC(=O)c3cccc(F)c3)CC2)c1,-23%,-10%,0.5%,-6%,-2%,
Cc1cc(NC(=O)CN2C(=O)NC3(CCCCC3)C2=O)ccc1N1CCCC1,.,.,0.4%,-3%,.,
COc1cccc(C(=O)N2CCSC2=S)c1,-7%,16%,0.8%,-17%,-5%,
Cc1c(C(=O)N2CCOCC2)oc2ccc(S(=O)(=O)N3CCCCCC3)cc12,8%,-8%,3.2%,-11%,-4%,
O=C(O)C1CC(C(=O)O)SS1 (centres undefined),.,.,i,2%,.,
Nc1nc2ccccc2n1C(=O)CCc1ccccc1,13%,-8%,9.3%,7%,-4%,VEEV TC-83 Vero 10K pilot screen=0.0
O=C(CNCc1ccc(Cl)cc1)N1CCc2ccccc2C1,10%,10%,i,-3%,-3%,
CCOC(=O)C1CCCN(c2c(N3CCN(C)CC3)c(=O)c2=O)C1 (centres undefined),-24%,5%,0.1%,1%,-11%,
COc1ccc(CCNC(=O)CSc2nc3[nH]ncc3c(=O)n2-c2cccc(C(F)(F)F)c2)cc1OC,-3%,2%,0.6%,-2%,-3%,
Cc1ccc(NC(=O)/C(=C\C=C\c2ccccc2)NC(=O)c2ccccc2)cc1,0%,-11%,5.2%,3%,1%,
COc1ccc2cc3cc(C(=O)N4CCCC(C)C4)oc3nc2c1 (centres undefined),18%,0%,0.9%,3%,-7%,
C1CCc2nc3c(nc2C1)CCCC3,-6%,1%,0.2%,-9%,1%,

# Quoted from above for reference:
SMILES,tuberculosis growth,PhoP GFP inhibition,VEEV TC-83 Vero,H1N1 NS1A inhibition,M. tuberculosis HTS,others
CCCN1CCC(NC(=O)Nc2ccc(Br)cc2)CC1,-23%,-2%,0.3%,6%,-2%,
Cc1noc(C)c1C(=O)NC1=NCCS1,14%,6%,i,-1%,1%,

# New compounds follow:
SMILES,tuberculosis growth,PhoP GFP inhibition,VEEV TC-83 Vero,H1N1 NS1A inhibition,M. tuberculosis HTS,others
C=CCc1cc(Cl)ccc1OCCOCCNC(C)CC (centres undefined),73%,6%,i,-8%,5%,
Cc1cc(C)c(OCC(=O)Nc2cccc(NC(=O)c3ccco3)c2)c(Br)c1,38%,-6%,9.3%,0%,5%,
O=C(Cc1c(F)cccc1Cl)NCCN1CCOCC1,-3%,-4%,2.8%,-10%,-9%,
O=C(O)c1cccn2c(=O)c3ccccc3nc12,6%,-7%,i,-4%,-4%,
Cc1ccccc1CSc1nnc(-c2ccco2)n1Cc1ccco1,8%,3%,i,-12%,4%,
O=C(C1=NN(c2ccccc2)C2C(=O)N(c3cccc(Cl)c3)C(=O)C12)c1ccccc1 (centres undefined),29%,-32%,0.1%,-9%,9%,VEEV TC-83 Vero 10K pilot screen=0.6
Cn1cnc([N+](=O)[O-])c1Cl,-10%,9%,1.5%,.,-1%,
CC1(C)Nc2ccccc2C(=O)N1c1ccc(Br)cc1,-1%,1%,47%,10%,8%,
CCCCn1nc(C(=O)Nc2cc(C(F)(F)F)ccc2N2CCOCC2)ccc1=O,51%,.,3.7%,-16%,19%,
COc1cc(SC)ccc1C(=O)N1CCN(Cc2ccccc2)CC1,17%,4%,0.3%,-2%,-1%,
Cc1cc(C)c(S(=O)(=O)c2ccc(Cl)cc2C)c(Cl)n1,30%,-5%,i,6%,5%,
S=c1[nH]nc(COc2cccc(Cl)c2)n1Cc1ccccc1,-15%,8%,2.6%,1%,2%,
COc1ccc(-c2noc(CCC(=O)NCc3cccnc3)n2)cc1,7%,-3%,i,-3%,-6%,
COc1ccc2c(c1OC)C(=O)OC2CC(=O)O (centres undefined),-11%,-8%,5.2%,-17%,4%,
Nc1cc(Cl)nc(N/N=C/c2ccccc2[N+](=O)[O-])n1,5%,0%,?,4%,-11%,
Cc1ccccc1-c1nnc(SCC(=O)Nc2ccc(Cl)cc2)n1N,32%,4%,2.2%,-3%,-10%,
CCOC(=O)c1sc(NC(=O)CSc2n[nH]c(-c3ccncc3)n2)c(C#N)c1C,10%,9%,2.3%,5%,-8%,
Cc1ccccc1C(=O)/C(C#N)=N/Nc1c(C)n(C)n(-c2ccccc2)c1=O,33%,-3%,10%,11µM*,-1%,
CC(=O)c1ccc(-c2ccc(C(=O)Nc3nc(-c4ccccn4)cs3)o2)cc1,?,.,7.7%,-9%,?,
COc1cc(NC2c3ccccc3C(=O)N2Cc2ccccc2Cl)cc(OC)c1 (centres undefined),38%,-1%,2.7%,3%,2%,
O=C(CNc1cccc2ccccc12)N/N=C/c1ccc[nH]1,-1%,-6%,i,-5%,3%,
O=C(COc1ccc2ccc(=O)oc2c1)Nc1ccc(N2CCCCC2)cc1,49%,.,1.0%,23%,-9%,
C[C@H](CO)N1C[C@H](C)[C@@H](CN(C)C)Oc2c(NC(=O)c3ccncc3)cccc2C1=O,1%,.,2.0%,-4%,2%,
Nc1nnn(CC(=O)N/N=C/c2ccc(O)cc2)n1,-1%,-2%,1.9%,23%,5%,
Cc1ccsc1C(=O)NNC(=O)c1ccncc1,.,.,0.9%,9%,.,
COC(=O)c1[nH]c2ccc(C)cc2c1NC(=O)CN1CCN(c2ccc(F)cc2)CC1,10%,-1%,3.4%,3%,-2%,
Cc1ccc(CS(=O)(=O)CCC(=O)N2CCOCC2)cc1,6%,-3%,1.6%,-3%,1%,
COc1cccc(NC(=O)c2nn(C)cc2Br)c1,-8%,11%,i,-2%,-3%,
COc1ccccc1/C=C/C=N/N1CCN(Cc2cccc3ccccc23)CC1,0%,-3%,5.4%,-2%,2%,
